Screening data deposited in PubChem by Broad Institute.
RAD54 branch: RAD54 (human) branch migration inhibition. Q92698. RAD54 Holliday junction branch migration, FAM/BHQ fluorescence. inhibition, % at 10.4 µM. 360,000 compounds, 0.14% hits. AID 602329;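 active means mean normalized replicate activity at least 40 and at least half of replicates scoring 40 or more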;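 further: 0% = median of neutral control wells and 100% = median of positive control wells; inhibitors cause a drop in the FAM fluorescence signal; in these data hits start at about 50%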
Cneo AK release: Cryptococcus neoformans lysis via adenylate kinase release | lysis activity, % at 15 µM | C. neoformans lysis, adenylate kinase release luminescence, 4 h; normalised: neutral wells 0, clomiphene wells 100 | AID 651654 | 360,000 compounds, 0.2% hits;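 active means mean lysis activity across replicates of at least 80%, whatever share of replicates individually reach that level; inactive means mean lysis activity below 80%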
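read-out = cell lysis signal | test system = log-phase Cryptococcus neoformans yeast cells | input = cells at 5 × 10^6 per mL | medium = fresh YPD growth medium | signal = luminescent adenylate kinase detection reagent | timing = 4 h at 37 °C static, read 1 h later | dosing = single dose | controls = Clomiphene as positive lysis control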
miR-122 sensor: miR-122 inhibition in Huh7 cells | Huh7 miR-122 Renilla luciferase sensor, 48 h; neutral wells = 0, positive control = 100 | activation (reporter increase), % at 12.5 µM | 340,000 compounds, 0.3% hits | AID 602342;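 active means mean replicate activation score at least 90 and every replicate individually at or above 90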;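 further: higher luciferase means less miR-122 activity so hits act as miR-122 inhibitors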
E-sel inducer: E-selectin induction on HUVECs; activation, % at 7.58 µM; P16581; 260,000 compounds, 0.37% hits; HUVEC E-selectin immunofluorescence imaging; normalized: neutral wells 0, TNF-alpha wells 100;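 active means mean E-selectin-positive cell signal at least 10% of the positive control, reached in at least 60% of replicates, without over 20% cell loss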;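 further: in these data hits start at about 27%; measured in HUVEC primary endothelial cells; signal is the percent of cells scored E-selectin positive by PE staining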
Target sequence (P16581 whole entry, looked up): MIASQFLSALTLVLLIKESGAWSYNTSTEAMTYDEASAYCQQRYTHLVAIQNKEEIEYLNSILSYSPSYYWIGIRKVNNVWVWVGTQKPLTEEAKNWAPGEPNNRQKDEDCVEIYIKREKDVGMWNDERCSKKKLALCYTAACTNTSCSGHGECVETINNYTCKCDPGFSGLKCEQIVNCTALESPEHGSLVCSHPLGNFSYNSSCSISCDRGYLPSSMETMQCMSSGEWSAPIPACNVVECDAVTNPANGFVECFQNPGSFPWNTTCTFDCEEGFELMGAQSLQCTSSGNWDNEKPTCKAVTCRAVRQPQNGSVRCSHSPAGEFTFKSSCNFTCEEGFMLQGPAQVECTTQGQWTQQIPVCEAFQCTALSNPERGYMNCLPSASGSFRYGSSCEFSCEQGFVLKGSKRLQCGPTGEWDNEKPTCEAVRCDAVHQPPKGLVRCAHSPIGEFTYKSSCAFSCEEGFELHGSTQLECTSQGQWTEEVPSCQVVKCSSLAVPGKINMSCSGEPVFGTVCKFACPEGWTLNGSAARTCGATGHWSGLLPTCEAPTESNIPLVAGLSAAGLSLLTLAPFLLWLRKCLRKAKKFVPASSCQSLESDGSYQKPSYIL
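Assay system: HUVEC primary endothelial cells. Input: 3,000 HUVEC seeded per well. Doses: one compound dose added by pin transfer. Read-out basis: % PE-positive cells. Benchmarks: TNF-alpha high, DMSO low. Detection: immunofluorescence imaging. Buffer or medium: EGM-2, gelatin.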
RAD52 inh: RAD52 (human) annealing inhibition. P43351. AID 651710. inhibition, % at 18.7 µM. 360,000 compounds, 0.46% hits. recombinant RAD52 DNA annealing, FRET fluorescence;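 active means every replicate showing at least 50% inhibition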
Target sequence (P43351 whole entry, looked up): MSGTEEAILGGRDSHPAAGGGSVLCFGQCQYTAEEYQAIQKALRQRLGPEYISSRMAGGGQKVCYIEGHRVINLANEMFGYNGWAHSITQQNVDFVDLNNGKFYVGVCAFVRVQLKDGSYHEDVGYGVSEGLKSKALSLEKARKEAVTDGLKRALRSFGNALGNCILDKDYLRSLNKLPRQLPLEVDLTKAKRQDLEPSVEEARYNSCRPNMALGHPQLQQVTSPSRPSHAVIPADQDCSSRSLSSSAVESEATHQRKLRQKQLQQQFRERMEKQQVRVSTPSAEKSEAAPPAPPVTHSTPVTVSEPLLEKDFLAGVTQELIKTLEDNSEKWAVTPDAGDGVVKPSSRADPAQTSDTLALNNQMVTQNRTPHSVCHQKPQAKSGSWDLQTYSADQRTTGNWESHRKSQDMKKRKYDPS
PGC1a acetyl inh: lowers PGC1a acetylation signal in U2OS cells. AlphaScreen anti-acetyl-lysine; with virally co-expressed GCN5 acetyltransferase. 350,000 compounds, 0.17% hits. inhibition, % at 15.6 µM;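 active means every replicate shows inhibition of at least 40%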;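 further: 0% = neutral control wells and 100% = positive control wells; some results beyond the cut were filed as inactive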
ERAP1 HTS inh: inhibitors of human ERAP1 aminopeptidase; Q9NZ08; AID 652197; recombinant ERAP1, Leu-AMC fluorescence, 60 min; 340,000 compounds, 0.15% hits; inhibition, % at 10.7 µM;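 active means mean replicate inhibition of at least 30%, or all replicates individually reaching that 30% level; inactive means mean below 30% and not every replicate reaching it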;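 further: 0% = neutral control wells and 100% = L-leucinethiol positive control wells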
PglD DTNB: PglD (C. jejuni) enzyme inhibition; purified PglD enzyme, DTNB colorimetric CoA detection; inhibition, % at 12.5 µM; 360,000 compounds, 0.098% hits; AID 602405; in the data active means inhibition above about 16%, passing the limit was not always enough; further: strong numbers were not always called active
Numbers without * were called inactive; & = joins results of further samples; [ ] = another dose, or the depositor's remark.

What do the screens show for `NC(=O)c1nsc(C(=O)N(CC(=O)NC2CCCCC2)Cc2ccc(F)cc2)c1N`?
RAD54 branch: -3; Cneo AK release: -1; miR-122 sensor: 2; E-sel inducer: 0.1; RAD52 inh: -10; PGC1a acetyl inh: 0; ERAP1 HTS inh: 0; PglD DTNB: 0

What do the screens show for `CCOC(=O)SC1=N/C(=C\c2ccc(N(C)C)cc2)C(=O)S1`?
miR-122 sensor: 2; RAD52 inh: -36; PGC1a acetyl inh: 6; ERAP1 HTS inh: 5

How did COc1ccc2[nH]c(=O)c(CNc3ccccc3OC)cc2c1 do in these assays?
RAD54 branch: -3; Cneo AK release: -3; miR-122 sensor: 2; RAD52 inh: -2; PGC1a acetyl inh: 15; ERAP1 HTS inh: 1; PglD DTNB: -2

Results for FC(F)(F)c1cc(-c2ccccc2)nc(-n2cc(Cl)cn2)n1 ?
RAD54 branch: -1; Cneo AK release: 1; miR-122 sensor: 3; E-sel inducer: 0.3; RAD52 inh: -15; PGC1a acetyl inh: -9; ERAP1 HTS inh: -1; PglD DTNB: 3

Results for C[C@H]1CN([C@@H](C)CO)C(=O)Cc2cc(NC(=O)Nc3ccc(F)cc3)ccc2O[C@@H]1CN(C)Cc1ccncc1 ?
RAD54 branch: 3; Cneo AK release: 1; miR-122 sensor: -7[16.7 µM]; RAD52 inh: 6; PGC1a acetyl inh: 1; ERAP1 HTS inh: -1; PglD DTNB: 5

What do the screens show for `CCCCC1=CC2=C(c3ccco3)C(=O)C(C)(OC(=O)c3ccc(OC)cc3)C(=O)C2=CN1CCc1ccccn1` (configuration not stated)?
RAD54 branch: -19; Cneo AK release: 1; miR-122 sensor: 1; E-sel inducer: -0.2; RAD52 inh: -12; PGC1a acetyl inh: -5; ERAP1 HTS inh: -2; PglD DTNB: -1

How did C[C@@H]1CN([C@@H](C)CO)C(=O)CCCn2nncc2CO[C@H]1CN(C)C(=O)Nc1cccc2ccccc12 do in these assays?
RAD54 branch: -10&3&1; Cneo AK release: -1&-2&47; miR-122 sensor: -3; E-sel inducer: 0.6&0.2; RAD52 inh: -23&2&-2; PGC1a acetyl inh: 0&-3&7; ERAP1 HTS inh: 0&-2; PglD DTNB: 11&-1&-1

How did COCCn1c(N)c(Sc2ccc(Cl)cc2)c(=O)[nH]c1=O do in these assays?
RAD54 branch: -7; Cneo AK release: 0; miR-122 sensor: -6; E-sel inducer: 0.1; RAD52 inh: -6; PGC1a acetyl inh: 1; ERAP1 HTS inh: -5; PglD DTNB: 0

What do the screens show for `Fc1c(F)c(F)c(SCn2cc(Br)cn2)c(F)c1F`?
RAD54 branch: -8; Cneo AK release: -1; miR-122 sensor: -4; RAD52 inh: -4; PGC1a acetyl inh: 6; ERAP1 HTS inh: -3; PglD DTNB: 1

What do the screens show for `CC(C)Nc1nc(Nc2ccc(F)cc2)c2sccc2n1`?
RAD54 branch: 4; Cneo AK release: -7; miR-122 sensor: -3; E-sel inducer: -0.1; RAD52 inh: -3; PGC1a acetyl inh: -25; ERAP1 HTS inh: -5; PglD DTNB: -3

How did COc1ccc(S(=O)(=O)N[C@H]2C=C[C@H](CC(=O)NCCc3ccccc3)O[C@@H]2CO)cc1 do in these assays?
RAD54 branch: 2; Cneo AK release: -3; E-sel inducer: 0.3; RAD52 inh: -8; PGC1a acetyl inh: 2; ERAP1 HTS inh: 0; PglD DTNB: -2

Results for COc1ccc(NC(=O)CCNC(=O)c2ccco2)c(OC)c1 ?
RAD54 branch: 1; Cneo AK release: -1; miR-122 sensor: -5; E-sel inducer: 0.0; RAD52 inh: -9; PGC1a acetyl inh: 9; ERAP1 HTS inh: -3; PglD DTNB: -1

How did CCN(CC)c1nc(-c2ccc(C(=O)NN)cc2)nc(-c2ccc(C(=O)NN)cc2)n1 do in these assays?
RAD54 branch: 6; Cneo AK release: 0; miR-122 sensor: 8; RAD52 inh: -5; PGC1a acetyl inh: 6; ERAP1 HTS inh: -2; PglD DTNB: -1

Results for Cc1sc(-c2cccnc2)nc1OC(=O)C1CC1 ?
E-sel inducer: 0.0; RAD52 inh: -36; PGC1a acetyl inh: 7; ERAP1 HTS inh: 3

Results for C[C@H]1CN([C@@H](C)CO)C(=O)c2cc(NC(=O)Nc3cccc4ccccc34)ccc2O[C@H]1CN(C)Cc1ccc(-c2ccccc2)cc1 ?
RAD54 branch: 9; Cneo AK release: 7; miR-122 sensor: -12[16.7 µM]; E-sel inducer: 0.6; RAD52 inh: 0; PGC1a acetyl inh: -11; ERAP1 HTS inh: -2; PglD DTNB: -2

What do the screens show for `COc1ccc(-n2c(C)cc(/C=C/c3nc(O)c([N+](=O)[O-])c(=O)[nH]3)c2C)cc1`?
miR-122 sensor: -8; RAD52 inh: -36; PGC1a acetyl inh: 5; ERAP1 HTS inh: 9

How did CN(C)/C=C1\N=C(c2ccccc2)OC1=O do in these assays?
RAD54 branch: -7; Cneo AK release: 2; miR-122 sensor: -2; RAD52 inh: 10; PGC1a acetyl inh: 1; ERAP1 HTS inh: 0; PglD DTNB: 1

How did CCN1[C@H](C(=O)NCc2ccccc2)[C@@H](CO)[C@@H]2Cn3c(ccc(-c4cccnc4)c3=O)[C@@H]21 do in these assays?
RAD54 branch: 7; Cneo AK release: -3; miR-122 sensor: 6[16.7 µM]; E-sel inducer: -0.4; RAD52 inh: -17; ERAP1 HTS inh: 0; PglD DTNB: -1

Results for CC(=O)N(c1c(C)n(C)n(-c2ccccc2)c1=O)C1(C(=O)NC2CCCC2)CCCCC1 ?
RAD54 branch: -5; Cneo AK release: -4; miR-122 sensor: 4; PGC1a acetyl inh: 1; PglD DTNB: 3

Results for COCCc1nc2ccc(C(=O)N3CCCC(CCCO)C3)cc2o1 (configuration not stated) ?
RAD54 branch: -3; Cneo AK release: 0; miR-122 sensor: 0; RAD52 inh: -2; ERAP1 HTS inh: -2; PglD DTNB: -6

Overlap with the part before: 2 compounds, then new ones.
Results for CC(=O)N(c1c(C)n(C)n(-c2ccccc2)c1=O)C1(C(=O)NC2CCCC2)CCCCC1 ?
RAD54 branch: -5; Cneo AK release: -4; miR-122 sensor: 4; PGC1a acetyl inh: 1; PglD DTNB: 3

Results for COCCc1nc2ccc(C(=O)N3CCCC(CCCO)C3)cc2o1 (configuration not stated) ?
RAD54 branch: -3; Cneo AK release: 0; miR-122 sensor: 0; RAD52 inh: -2; ERAP1 HTS inh: -2; PglD DTNB: -6

Results for CCSc1nnc2c(n1)OC(C)(C)Nc1ccccc1-2 ?
RAD54 branch: 6; Cneo AK release: -3; miR-122 sensor: 3; RAD52 inh: -10; PGC1a acetyl inh: 38; ERAP1 HTS inh: -3; PglD DTNB: -3

How did COc1ccc(OCCCN2CCc3ccccc3C2)cc1 do in these assays?
RAD54 branch: 1; Cneo AK release: -1; miR-122 sensor: 8; E-sel inducer: 0.1; RAD52 inh: 7; PGC1a acetyl inh: -15; ERAP1 HTS inh: 3; PglD DTNB: -11

What do the screens show for `COc1ccccc1CNC(=O)C[C@H]1C[C@H]2c3cc(NC(=O)c4cccnc4)ccc3O[C@H]2[C@@H](CO)O1`?
RAD54 branch: -7; Cneo AK release: -2; miR-122 sensor: 0[16.7 µM]; E-sel inducer: -0.5; RAD52 inh: 9; PGC1a acetyl inh: -3; ERAP1 HTS inh: 3; PglD DTNB: -2

How did CC(C)C#Cc1ccc2c(c1)O[C@@H](CN(C)Cc1ccncc1)[C@@H](C)CN([C@@H](C)CO)S2(=O)=O do in these assays?
RAD54 branch: -3; Cneo AK release: 2; miR-122 sensor: 4[16.7 µM]; E-sel inducer: -3.2; PGC1a acetyl inh: 1; PglD DTNB: 0

What do the screens show for `CCOc1ccc(N(CC(=O)Nc2cccc(Br)c2)S(C)(=O)=O)cc1`?
RAD54 branch: 14; Cneo AK release: -1; miR-122 sensor: 7; E-sel inducer: 0.0; RAD52 inh: 1; PGC1a acetyl inh: -6; ERAP1 HTS inh: 9; PglD DTNB: -5

What do the screens show for `CN1[C@@H]2c3ccc(C4=CCCC4)c(=O)n3C[C@H]1[C@H](CO)[C@H]2C(=O)N1CCCCC1`?
RAD54 branch: -10; Cneo AK release: 44; E-sel inducer: -0.1; RAD52 inh: -12; ERAP1 HTS inh: 1; PglD DTNB: -2

How did O=C(CCc1nc2ccccc2s1)NCc1ccccc1F do in these assays?
E-sel inducer: 0.3; RAD52 inh: -30; PGC1a acetyl inh: 4; ERAP1 HTS inh: -2

How did C[C@@H]1CN([C@H](C)CO)C(=O)Cc2cc(NC(=O)C3CC3)ccc2O[C@@H]1CN(C)C(=O)Nc1ccc(F)cc1 do in these assays?
RAD54 branch: 5; Cneo AK release: 4; miR-122 sensor: 44[16.7 µM]; E-sel inducer: 0.5; RAD52 inh: 20; ERAP1 HTS inh: -8; PglD DTNB: 3

How did O=C(O)CN1C(=O)NC2(CCOc3ccccc32)C1=O (configuration not stated) do in these assays?
RAD54 branch: -6; Cneo AK release: 3; miR-122 sensor: 5; E-sel inducer: 1.0; RAD52 inh: -12; PGC1a acetyl inh: -6; PglD DTNB: 2

Results for O=C(c1cnn2c(C(F)(F)F)cc(-c3cccs3)nc12)N1CCN(C(c2ccccc2)c2ccccc2)CC1 ?
RAD54 branch: -6; Cneo AK release: -2; miR-122 sensor: -10; PGC1a acetyl inh: -23; PglD DTNB: -3

How did O=C1C=C(c2n[nH]nc2-c2ccccc2)C[C@@H](c2ccc(F)cc2)C1 do in these assays?
RAD54 branch: 6; Cneo AK release: -2; miR-122 sensor: -3; E-sel inducer: -0.1; RAD52 inh: -10; PGC1a acetyl inh: -8; ERAP1 HTS inh: -1; PglD DTNB: -4

How did C#CCNC(=O)C1=C[C@@H](c2ccc(C#C)cc2)[C@H](CCCO)[C@@H](OCC)O1 do in these assays?
RAD54 branch: -11&5; Cneo AK release: -9&1; miR-122 sensor: -14; E-sel inducer: -0.2; RAD52 inh: 7; PGC1a acetyl inh: 4; ERAP1 HTS inh: 0; PglD DTNB: 2&3

Results for CC12N=C3SCC(=O)N3[C@H](c3ccccc3O1)[C@H]2CO[Si](C)(C)C(C)(C)C ?
RAD54 branch: -23; Cneo AK release: 9; RAD52 inh: 6; PGC1a acetyl inh: -16; ERAP1 HTS inh: 2; PglD DTNB: -4

Results for O=P1(O)Cc2ccccc2-c2ccccc21 ?
miR-122 sensor: 82; E-sel inducer: -0.1; RAD52 inh: -3; PGC1a acetyl inh: 1; ERAP1 HTS inh: -2

What do the screens show for `Cc1ccccc1S(=O)(=O)Cc1ccc(C(=O)NCCN2CCCCC2C)o1` (configuration not stated)?
RAD54 branch: 4; Cneo AK release: -1; miR-122 sensor: -5; PGC1a acetyl inh: 0; PglD DTNB: 3

How did Cc1nn2c(-c3cccc(NC(=O)CSc4nc5ccccc5o4)c3)nnc2c2ccccc12 do in these assays?
RAD54 branch: 3; Cneo AK release: 3; miR-122 sensor: 0; PGC1a acetyl inh: -3; PglD DTNB: 6

What do the screens show for `C[C@@H]1CCCCO[C@@H](CN(C)Cc2ccncc2)[C@H](C)CN([C@H](C)CO)C(=O)c2cc(NC(=O)Nc3ccc4c(c3)OCO4)ccc2O1`?
RAD54 branch: 8; Cneo AK release: 2; miR-122 sensor: 6[16.7 µM]; E-sel inducer: -0.2; RAD52 inh: 33; PGC1a acetyl inh: -6; ERAP1 HTS inh: 0; PglD DTNB: -1

Results for CCCCCc1ccc(-c2cn(Cc3cccc(OC)c3)nn2)cc1 ?
RAD54 branch: -9; Cneo AK release: 2; miR-122 sensor: 2; E-sel inducer: -0.2; RAD52 inh: -8; PGC1a acetyl inh: 1; ERAP1 HTS inh: 0; PglD DTNB: 3
